Screening data (PubChem BioAssay)
SENP6 inh = SENP6 protease inhibitors, primary screen, biochemical, luminescence, uHTS; Sentrin-specific protease 6 (Homo sapiens), Q9GZR1; Recombinant SENP6 catalytic domain, aminoluciferin luminescence; inhibition, % at 10 µM; actives 1.8% (n = 330,000);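 active = inhibition above about 50% at the single tested dose, limit read from the data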;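 also: plate controls were DMSO wells with enzyme for no effect and DMSO wells lacking enzyme for full effect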
PfG6PD inh = PfG6PD enzyme inhibitors, primary screen, biochemical, fluorescence intensity, uHTS; actives 0.78% (n = 350,000); inhibition, % at 20 µM; AID 504690, 2011; PfGluPho enzyme, NADPH resazurin-diaphorase fluorescence; glucose-6-phosphate dehydrogenase-6-phosphogluconolactonase (Plasmodium falciparum 3D7);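 active = inhibition reaching at least a set limit at 20 µM in the primary screen, cut at about 59% in these data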;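 also: 0% = DMSO wells with substrate and 100% = DMSO wells lacking glucose-6-phosphate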
HKDC1 inhibitor = HKDC1 hexokinase inhibitors, primary screen, biochemical, fluorescence, uHTS. Q2TB90. recombinant HKDC1, G6PDH/diaphorase resazurin coupled fluorescence. inhibition, % at 20 µM. actives 0.16% (n = 340,000). AID 493160, 2011;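 active = inhibition above about 35% when tested at 20 µM, limit read from the data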;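 also: plate controls were DMSO wells with enzyme for no effect and DMSO wells lacking enzyme for full effect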
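Test system: HK5 enzyme. Quantity: 5 µg/mL HK5 final. Reagent: glucose and ATP substrates. Schedule: 90 min reaction incubation at room temperature, dark. Technique: resazurin-to-resorufin fluorescence via G6PDH and diaphorase coupling, 525/613 nm. Control set: DMSO wells with and without enzyme mix.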
SENP8 block-1 = human SENP8 protease inhibitors, primary screen, biochemical, fluorescence, Nedd8 protein substrate, uHTS. recombinant SENP8. Sentrin-specific protease 8 (Homo sapiens), Q96LD8. actives 0.64% (n = 360,000). AID 602440, 2012. inhibition, % at 20 µM; in the data active = inhibition mostly above about 40%, no sharp cut-off; inactive = mostly below about 27%
Target sequence (Q96LD8 whole entry, looked up): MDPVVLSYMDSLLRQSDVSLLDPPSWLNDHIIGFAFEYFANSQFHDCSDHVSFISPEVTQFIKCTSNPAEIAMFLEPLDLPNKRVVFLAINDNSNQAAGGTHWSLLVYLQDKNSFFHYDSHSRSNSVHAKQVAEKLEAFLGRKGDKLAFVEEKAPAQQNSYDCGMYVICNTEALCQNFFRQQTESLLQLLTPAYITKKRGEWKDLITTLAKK
beta cell repl = inducers of MIN6 beta-cell proliferation, primary screen, ATP luminescence, uHTS; MIN6 cells proliferation, ATPlite luminescence, 48 h; cells starved in 0.2% serum; 100% = growth in 10% serum; proliferation, % at 10 µM; actives 0.29% (n = 330,000);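 active = compounds whose signal lies at least 3.5 SD above the mean of all wells on their plate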;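 also: 0% = DMSO-treated cells in low-serum medium and 100% = 10% serum control; some compounds called inactive have numbers as strong as hits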
SENP1 inh = human SENP1 catalytic domain inhibitors, primary screen, biochemical, FRET, uHTS. inhibition, % at 10 µM. recombinant SENP1 catalytic domain, CyPet-SUMO1-YPet FRET cleavage. Sentrin-specific protease 1 (Homo sapiens), Q9P0U3. actives 0.21% (n = 360,000). AID 624204, 2012;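 active = inhibition at least 30% at 10 µM, raw YFP signal under a set limit, fluorescence ratio 0.5 to 1.5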;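 also: 0% = enzyme with DMSO and 100% = no enzyme wells; some results filed as inactive read as strong as hits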
Target sequence (Q9P0U3 419-644 limits assumed): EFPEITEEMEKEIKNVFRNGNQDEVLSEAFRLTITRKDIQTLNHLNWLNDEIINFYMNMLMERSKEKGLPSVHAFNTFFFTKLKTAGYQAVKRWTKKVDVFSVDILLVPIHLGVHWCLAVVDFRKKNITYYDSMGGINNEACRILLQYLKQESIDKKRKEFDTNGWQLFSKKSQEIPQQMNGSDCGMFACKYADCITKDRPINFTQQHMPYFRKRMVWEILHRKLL
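Test system: hSENP1 catalytic domain, recombinant; Amount: 20 pM final SENP1 enzyme; Medium: Tris pH 8 buffer plus EDTA, NaCl, BME, BSA, NP40, catalase; Schedule: 50 min enzyme reaction, room temperature, light-protected; Technique: FRET fluorescence in CFP and YFP emission channels; Controls: no-enzyme wells low, DMSO-plus-enzyme wells high control.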
UBC13 inh = UBC13 polyubiquitin chain formation inhibitors, primary screen, biochemical, TR-FRET, uHTS; Ubiquitin-conjugating enzyme E2 N (Homo sapiens), P61088; inhibition, % at 20 µM; actives 0.47% (n = 330,000); AID 485273, 2010; in the data active = inhibition above about 45%, passing the limit was not always enough
Target sequence (P61088 whole entry, looked up): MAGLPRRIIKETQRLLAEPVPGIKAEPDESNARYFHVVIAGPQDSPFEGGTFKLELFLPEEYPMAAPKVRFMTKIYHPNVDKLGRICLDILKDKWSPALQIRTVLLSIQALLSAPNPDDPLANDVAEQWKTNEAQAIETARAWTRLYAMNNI
SENP7 inh = SENP7 protease inhibitors, primary screen, biochemical, luminescence, uHTS | Sentrin-specific protease 7 (Homo sapiens), Q9BQF6 | recombinant SENP7, Z-RLRGG-aminoluciferin luminescence, 40 min | inhibition, % at 5 µM | actives 1.5% (n = 330,000);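 active = inhibition above about 50% at the single test dose, limit read from the data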;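 also: plate controls were DMSO with enzyme for no effect and no enzyme buffer wells for full effect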
Target sequence (Q9BQF6 706-1050 limits assumed): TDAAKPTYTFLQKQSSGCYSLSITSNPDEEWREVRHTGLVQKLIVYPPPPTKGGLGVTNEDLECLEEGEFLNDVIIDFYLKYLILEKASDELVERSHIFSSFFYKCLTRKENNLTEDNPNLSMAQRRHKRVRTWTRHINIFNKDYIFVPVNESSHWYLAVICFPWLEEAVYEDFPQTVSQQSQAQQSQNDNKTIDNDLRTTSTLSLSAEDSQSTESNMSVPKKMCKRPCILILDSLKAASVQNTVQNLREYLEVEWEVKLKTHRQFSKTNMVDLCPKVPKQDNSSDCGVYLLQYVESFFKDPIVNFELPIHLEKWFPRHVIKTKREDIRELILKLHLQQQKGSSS
SENP8 block-2 = SENP8 protease inhibitors, primary screen, biochemical, luminescence | Sentrin-specific protease 8 (Homo sapiens), Q96LD8 | purified SENP8, Z-RLRGG-aminoluciferin cleavage | actives 1.2% (n = 330,000) | inhibition, % at 10 µM | AID 2540, 2010; in the data active = inhibition above about 50%
The depositor's hits bear a star.

For CCC(C(=O)Nc1cccnc1Cl)c1ccccc1 (stereo not drawn) the results were SENP6 inh 5, PfG6PD inh -10, HKDC1 inhibitor -3, SENP8 block-1 16, beta cell repl 1, SENP1 inh -1, UBC13 inh 10, SENP7 inh 4 and SENP8 block-2 7.
Screening CCN(CC)c1ccc(NC(=O)CCNC(=O)c2ccco2)cc1 returned SENP6 inh 8, PfG6PD inh 6, HKDC1 inhibitor -5, SENP8 block-1 10, beta cell repl 2, SENP1 inh 0, UBC13 inh 2, SENP7 inh 4 and SENP8 block-2 2.
`O=[N+]([O-])c1ccc2c(c1)ncn2-c1ccccc1` gave PfG6PD inh 20, HKDC1 inhibitor -2, SENP8 block-1 16 and SENP1 inh 1.
For C=CCN1C(=O)CSc2ccc(C(=O)NC3CCCCC3)cc21 the results were SENP6 inh 11, PfG6PD inh 6, HKDC1 inhibitor -2, SENP8 block-1 1, beta cell repl 5, SENP1 inh 1, UBC13 inh 4, SENP7 inh -7 and SENP8 block-2 -6.
`Nc1nnc(CCc2ccccc2)s1` gave SENP6 inh 3, PfG6PD inh 6, HKDC1 inhibitor -8, SENP8 block-1 27, beta cell repl -2, SENP1 inh 2, UBC13 inh 7, SENP7 inh 3 and SENP8 block-2 -5.
Cc1nc(-c2ccc(S(=O)(=O)Nc3cccc(S(N)(=O)=O)c3)s2)cs1 was read as SENP6 inh -1, PfG6PD inh 12, HKDC1 inhibitor 0, SENP8 block-1 22, beta cell repl -2, SENP1 inh 1, UBC13 inh -8, SENP7 inh 9 and SENP8 block-2 -10.
For Cc1ccccc1OCCC(=O)OCC(=O)Nc1ccc2[nH]c(=O)[nH]c2c1 the results were SENP6 inh -9, PfG6PD inh 12, HKDC1 inhibitor -9, SENP8 block-1 7, beta cell repl 3, SENP1 inh -1, UBC13 inh -2, SENP7 inh -3 and SENP8 block-2 -7.
`O=C(NC1CC1)C1CCN(C(=O)c2ccccc2Cl)CC1` gave SENP6 inh 1, PfG6PD inh 3, HKDC1 inhibitor -6, SENP8 block-1 2, beta cell repl -2, SENP1 inh 1, UBC13 inh 5, SENP7 inh -3 and SENP8 block-2 1.
Screening O=C(CCNC(=O)c1ccccc1)NNC(=O)COc1ccccc1Cl returned SENP6 inh -15, PfG6PD inh -19, HKDC1 inhibitor 8, SENP8 block-1 12, beta cell repl -2, SENP1 inh 2, UBC13 inh -10, SENP7 inh -16 and SENP8 block-2 -25.
For Cc1ccc(C(=O)C(C)OC(=O)CCN2C(=O)C3C4C=CC(C5CC45)C3C2=O)cc1 (stereo not drawn) the results were SENP6 inh -15, PfG6PD inh 17, HKDC1 inhibitor -1, SENP8 block-1 5, beta cell repl 0, SENP1 inh 0, UBC13 inh 10, SENP7 inh -6 and SENP8 block-2 2.
NS(=O)(=O)c1ccc(N=Nc2c(O)c(C(=O)O)cc3ccccc23)cc1 was read as SENP6 inh 1, PfG6PD inh 22, HKDC1 inhibitor 22, SENP8 block-1 27, beta cell repl -2, SENP1 inh 3, UBC13 inh -261, SENP7 inh -2 and SENP8 block-2 -5.
For COc1ccccc1Nc1nnc(SCC(=O)Nc2cc(C)on2)s1 the results were SENP6 inh -26, PfG6PD inh -19, HKDC1 inhibitor 4, SENP8 block-1 8, beta cell repl -6, SENP1 inh 0, UBC13 inh 0, SENP7 inh -2 and SENP8 block-2 -10.
For C=CCn1c(C)cc(C(=O)CSc2nc3ccccc3[nH]2)c1C the results were SENP6 inh 43, PfG6PD inh 7, HKDC1 inhibitor 4, SENP8 block-1 3, beta cell repl -5, SENP1 inh -1, UBC13 inh 23, SENP7 inh 30 and SENP8 block-2 14.
`N#Cc1cnc(Sc2ccccc2)nc1` gave SENP6 inh 3, PfG6PD inh 2, HKDC1 inhibitor -5, SENP8 block-1 0, beta cell repl -1, SENP1 inh -2, UBC13 inh 16, SENP7 inh 2 and SENP8 block-2 -8.
For Cc1ccccc1NC(=O)CN1CCN(C)CC1 the results were SENP6 inh -13, PfG6PD inh 1, HKDC1 inhibitor -2, SENP8 block-1 12, beta cell repl -2, SENP1 inh 1, UBC13 inh 4, SENP7 inh 11 and SENP8 block-2 1.
O=C(COC(=O)c1ccc([N+](=O)[O-])s1)Nc1ccc(Cl)cn1 was read as SENP6 inh 65*, PfG6PD inh 2, HKDC1 inhibitor 0, SENP8 block-1 8, beta cell repl -5, SENP1 inh -8, UBC13 inh -23, SENP7 inh 19 and SENP8 block-2 14.
O=C(c1cc2cc(Br)ccc2oc1=O)N1CCN(c2ccccn2)CC1 was read as SENP6 inh -18, PfG6PD inh -7, HKDC1 inhibitor -5, SENP8 block-1 -2, beta cell repl -3, SENP1 inh 1, UBC13 inh -8, SENP7 inh -4 and SENP8 block-2 -11.
Screening COC(=O)[C@@H]1C[C@@]2(O)[C@@H](O)[C@@H](O)[C@@H](O)C[C@H]2N1Cc1ccc(-c2ccccc2)cc1 returned SENP6 inh -10, PfG6PD inh -5, HKDC1 inhibitor -4, SENP8 block-1 -3, beta cell repl -1, SENP1 inh 0, UBC13 inh 1, SENP7 inh -5 and SENP8 block-2 -3.
Cc1nccn1-c1ccc(C=O)cc1 was read as SENP6 inh -15, PfG6PD inh -4, HKDC1 inhibitor -1, SENP8 block-1 11, beta cell repl 0, SENP1 inh 2, UBC13 inh 4, SENP7 inh -8 and SENP8 block-2 -4.
c1ccc2c(c1)nc(NCc1ccc3c(c1)OCO3)n2CCN1CCOCC1 was read as SENP6 inh 17, PfG6PD inh 8, HKDC1 inhibitor -6, SENP8 block-1 5, beta cell repl -1, SENP1 inh -1, UBC13 inh 6, SENP7 inh 0 and SENP8 block-2 4.
O=C(NC1CCN(Cc2ccccc2)CC1)c1cccc(S(=O)(=O)Nc2ccc(SC(F)F)cc2)c1 was read as SENP6 inh 2, PfG6PD inh -13, HKDC1 inhibitor 1, SENP8 block-1 17, beta cell repl -6, SENP1 inh -2, UBC13 inh 19, SENP7 inh 0 and SENP8 block-2 0.
`CC1CCCC(NC(=O)COC(=O)CCc2ccccc2)C1C` (stereo not drawn) gave SENP6 inh -21, PfG6PD inh 5, HKDC1 inhibitor -8, SENP8 block-1 5, beta cell repl -1, SENP1 inh 3, UBC13 inh 5, SENP7 inh -7 and SENP8 block-2 -6.
`Cc1ccc(-c2cc(C(=O)N/N=C/c3c(C)nn(C)c3C)c3ccccc3n2)c(C)c1` gave SENP6 inh 2, PfG6PD inh 3, HKDC1 inhibitor 1, SENP8 block-1 13, beta cell repl 1, SENP1 inh 3, UBC13 inh 2, SENP7 inh -6 and SENP8 block-2 -3.
For Cc1ccc(S(=O)(=O)N2CCN(c3nn(C)c(=O)n(C)c3=O)CC2)cc1C the results were SENP6 inh 2, PfG6PD inh -6, HKDC1 inhibitor -8, SENP8 block-1 -4, beta cell repl -4, SENP1 inh 1, UBC13 inh -2, SENP7 inh -5 and SENP8 block-2 1.
Screening CSCC[C@H](NC(=O)Cc1c(C)c2c(cc(C)c3c(C)coc32)oc1=O)C(=O)O returned SENP6 inh 10, PfG6PD inh -4, HKDC1 inhibitor -1, SENP8 block-1 -295, beta cell repl -3, SENP1 inh 1, UBC13 inh 5, SENP7 inh 3 and SENP8 block-2 10.
CCc1cc(C(=O)NNC(=S)Nc2ccccc2C)cs1 was read as SENP6 inh 60*, PfG6PD inh -19, HKDC1 inhibitor 3, SENP8 block-1 13, beta cell repl -2, SENP1 inh 0, UBC13 inh 3, SENP7 inh 28 and SENP8 block-2 36.
Screening COc1cccc(OC)c1C(=O)N1CCN(c2c(Cc3ccccc3)c(C)nc3ncnn23)CC1 returned SENP6 inh 9, PfG6PD inh -13, HKDC1 inhibitor -11, SENP8 block-1 17, beta cell repl -3, SENP1 inh 3, UBC13 inh 19, SENP7 inh -4 and SENP8 block-2 1.
For COc1ccc(CC(=O)N2CCCC2)c(OC)c1 the results were SENP6 inh -1, PfG6PD inh -13, HKDC1 inhibitor -6, SENP8 block-1 6, beta cell repl 0, SENP1 inh 2, UBC13 inh -3, SENP7 inh 9 and SENP8 block-2 0.
`Cc1cnc(C(=O)OCC(=O)N2c3ccccc3NC(=O)C2(C)C)cn1` gave SENP6 inh 27, PfG6PD inh -1, HKDC1 inhibitor -5, SENP8 block-1 10, beta cell repl 2, SENP1 inh 0, UBC13 inh 3, SENP7 inh -3 and SENP8 block-2 -6.
`CC(=NCCc1ccccc1)C1=C(O)CSC1=O` gave SENP6 inh -19, PfG6PD inh -3, HKDC1 inhibitor -5, SENP8 block-1 26, beta cell repl -3, SENP1 inh 0, UBC13 inh -5, SENP7 inh -7 and SENP8 block-2 -7.
CS(=O)(=O)N(CC(=O)NCc1ccccc1Cl)c1cccc([N+](=O)[O-])c1 was read as SENP6 inh -1, PfG6PD inh -7, HKDC1 inhibitor -3, SENP8 block-1 6, beta cell repl -1, SENP1 inh 0, UBC13 inh 1, SENP7 inh 2 and SENP8 block-2 -1.

By substructure, the entries above containing a Cl atom
For CCC(C(=O)Nc1cccnc1Cl)c1ccccc1 (stereo not drawn) the results were SENP6 inh 5, PfG6PD inh -10, HKDC1 inhibitor -3, SENP8 block-1 16, beta cell repl 1, SENP1 inh -1, UBC13 inh 10, SENP7 inh 4 and SENP8 block-2 7.
`O=C(NC1CC1)C1CCN(C(=O)c2ccccc2Cl)CC1` gave SENP6 inh 1, PfG6PD inh 3, HKDC1 inhibitor -6, SENP8 block-1 2, beta cell repl -2, SENP1 inh 1, UBC13 inh 5, SENP7 inh -3 and SENP8 block-2 1.
Screening O=C(CCNC(=O)c1ccccc1)NNC(=O)COc1ccccc1Cl returned SENP6 inh -15, PfG6PD inh -19, HKDC1 inhibitor 8, SENP8 block-1 12, beta cell repl -2, SENP1 inh 2, UBC13 inh -10, SENP7 inh -16 and SENP8 block-2 -25.
O=C(COC(=O)c1ccc([N+](=O)[O-])s1)Nc1ccc(Cl)cn1 was read as SENP6 inh 65*, PfG6PD inh 2, HKDC1 inhibitor 0, SENP8 block-1 8, beta cell repl -5, SENP1 inh -8, UBC13 inh -23, SENP7 inh 19 and SENP8 block-2 14.
CS(=O)(=O)N(CC(=O)NCc1ccccc1Cl)c1cccc([N+](=O)[O-])c1 was read as SENP6 inh -1, PfG6PD inh -7, HKDC1 inhibitor -3, SENP8 block-1 6, beta cell repl -1, SENP1 inh 0, UBC13 inh 1, SENP7 inh 2 and SENP8 block-2 -1.
